Compound activity: PubChem, several laboratories
PrPC surface inh: inhibitors of human cell surface prion protein PrPC, primary screen, cell-based, TR-FRET; inhibition, % at 13.8 µM; 370,000 compounds, 0.43% hits; Major prion protein (Homo sapiens), P04156; TR-FRET read-out; in the data active means inhibition above about 24%; further: 0% = median of the test wells and 100% = reference compound wells
TcdB inh: TcdB glycohydrolase inhibitors, primary screen, biochemical, single point, plate reader; 350,000 compounds, 0.24% hits; TcdB glycohydrolase enzymatic assay; AID 652162, 2013; inhibition, % at 9.99 µM; Toxin B (Clostridioides difficile), P18177; in the data active means inhibition above about 10%
Anthrax LF prot: Bacillus anthracis LF protease inhibitors, primary screen, biochemical, multiplex microsphere, MLPCN library; Lethal factor (Bacillus anthracis), P15917; multiplex microsphere protease cleavage assay; inhibition, % at 10 µM; 360,000 compounds, 0.12% hits; AID 588501, 2011; further: plate controls were buffer without enzyme for full effect and enzyme alone for no effect
Target sequence (P15917 whole entry, looked up): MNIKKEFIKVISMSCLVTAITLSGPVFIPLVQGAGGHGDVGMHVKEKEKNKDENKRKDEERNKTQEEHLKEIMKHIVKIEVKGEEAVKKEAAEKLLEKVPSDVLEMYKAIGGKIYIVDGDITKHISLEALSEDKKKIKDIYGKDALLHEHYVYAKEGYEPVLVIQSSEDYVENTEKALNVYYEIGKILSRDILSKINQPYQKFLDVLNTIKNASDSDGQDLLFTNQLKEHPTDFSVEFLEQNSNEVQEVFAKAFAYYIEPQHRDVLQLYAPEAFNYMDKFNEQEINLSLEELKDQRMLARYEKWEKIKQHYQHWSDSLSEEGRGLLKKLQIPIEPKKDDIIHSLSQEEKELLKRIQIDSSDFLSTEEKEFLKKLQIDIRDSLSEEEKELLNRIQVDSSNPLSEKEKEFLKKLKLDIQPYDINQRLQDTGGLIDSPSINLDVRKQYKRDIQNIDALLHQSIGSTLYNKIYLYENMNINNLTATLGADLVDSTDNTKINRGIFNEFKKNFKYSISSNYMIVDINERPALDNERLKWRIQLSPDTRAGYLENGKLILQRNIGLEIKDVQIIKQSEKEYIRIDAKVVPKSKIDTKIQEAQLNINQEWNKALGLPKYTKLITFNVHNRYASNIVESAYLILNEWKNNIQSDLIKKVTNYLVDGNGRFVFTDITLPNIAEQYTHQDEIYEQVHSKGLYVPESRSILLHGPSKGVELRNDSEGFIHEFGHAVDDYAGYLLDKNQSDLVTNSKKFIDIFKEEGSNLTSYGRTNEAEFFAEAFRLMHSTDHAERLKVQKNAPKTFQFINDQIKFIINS
Y pestis TopoI: Yersinia pestis topoisomerase I inhibitors, primary screen, biochemical, cleavage product accumulation, plate reader, single point; activity, % at 10 µM; DNA topoisomerase I (Yersinia pestis CO92); Y. pestis Topo-I cleavage product accumulation; AID 504884, 2011; 360,000 compounds, 0.064% hits; in the data active means activity above about 50%, passing the limit was not always enough; further: inactives centre near 2
SSB-PriA inh: inhibitors of Klebsiella pneumoniae PriA binding to SSB C-terminal tail, primary screen, biochemical, AlphaScreen; inhibition, % at 33 µM; 430,000 compounds, 0.6% hits; AlphaScreen SSBct-PriA binding, biotinylated peptide; AID 1272365, 2023; in the data active means inhibition mostly above about 37%, no sharp cut-off; inactive means mostly below about 20%;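 further: plate controls were negative control peptide for no effect and reference peptide for full effect; strong numbers were not always called active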
PfHsp40 yeast: rescue of yeast from PfHsp40 toxicity, primary screen, S. cerevisiae, ATP luminescence; S. cerevisiae expressing PfHsp40, growth rescue; 340,000 compounds, 0.68% hits; growth rescue, % at 12.5 µM; AID 504582, 2011; in the data active means growth rescue above about 28%, passing the limit was not always enough;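 further: yeast W303a lacking pdr1 and pdr3 grown in galactose medium; growth measured after three days at 30 °C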
BH1578 lux ind: inducers of Vibrio cholerae quorum light production without autoinducers, primary screen, BH1578 luxS cqsA deficient, single point | V. cholerae BH1578 lux reporter, luminescence, 6 h | activation, % at 18.7 µM | 350,000 compounds, 0.16% hits; in the data active means activation mostly above about 9.7%, no sharp cut-off; further: not every result past the cut was called active; inactives centre near 0; reference of the scale not given here
3CLpro inhibitor: SARS-CoV 3CLpro protease inhibitors, primary screen, biochemical, quenched FRET; 290,000 compounds, 0.14% hits; Replicase polyprotein 1ab (Severe acute respiratory syndrome coronavirus), P0C6X7; inhibition, % at 6 µM; recombinant SARS-CoV 3CLpro, quenched FRET peptide cleavage; in the data active means inhibition above about 12%
BoNT A protease: BoNT/A light chain protease inhibitors, primary screen, biochemical, flow cytometry, MLPCN library | multiplex microsphere protease substrate cleavage | inhibition, % at 10 µM | 360,000 compounds, 0.17% hits | AID 588499, 2011; further: plate controls were buffer without enzyme for full effect and enzyme alone for no effect
* = called active by the depositor; i = inactive; . = no result given; & = joins results of further samples. Unless noted, no stated cut-off is given here; in the data, active means inhibition above about 30%; inconclusive means no clear call, values can overlap the other calls; inactive means below that. A portion of the library. The share of hits here may be higher or lower than overall.

molecule	PrPC surface inh	TcdB inh	Anthrax LF prot	Y pestis TopoI	SSB-PriA inh	PfHsp40 yeast	BH1578 lux ind	3CLpro inhibitor	BoNT A protease
COc1ccc(CNC(=O)CN(Cc2ccc(F)cc2)C(=O)CCC(=O)Nc2nccs2)cc1	2	-0.8	2	23	3	-0.3	-3.1	0	-1.2
COc1cc(OC)cc(C(=O)NCCCNC(=O)c2ccccn2)c1	-6	-1.2	0	0	-5	0.1	i	-8	6.3
CC(=O)c1ccc(N2CCN(CC(=O)N(CC(C)C)c3c(N)n(CC(C)C)c(=O)[nH]c3=O)CC2)cc1	0	-0.1	-3	-12	-3	-0.2	i	5	0.5
CCCCn1cnc2c1c(=O)n(CC(=O)c1cc(C)n(C)c1C)c(=O)n2CC(C)C	2	.	-9	16	0	-0.2	0.5	1	-2.0
COc1ccc(C(=O)N=S2CCN(C(=O)c3ccc(Cl)cc3)CC2)cc1	-2	1.0	.	-5	-3	.	-0.8	-4	.
COc1ccc(C)cc1-n1nnnc1SCC(=O)c1ccc2c(c1)OCCO2	-5	.	-4	18	3	0.1	i	4	-0.5
C/C(N)=C(/C#N)C(=O)CSc1nc2ccccc2c(=O)n1Cc1ccc(F)cc1	-2	0.8	-7	-6	-11	6.6	-4.2	0	-1.4
O=C(NCC(c1ccco1)N1CCCC1)c1ccccc1Sc1ccc(C(F)(F)F)cc1[N+](=O)[O-] (stereo unspecified)	-13	1.7	.	6	14	0.5	i	.	.
C=CCN1CCN(c2ccncc2S(=O)(=O)N2CCCCC2)CC1	-2	0.9	0	-2	-9	-0.1	-0.5	-1	1.1
O=C(O)CSCC(=O)N1CCN(S(=O)(=O)c2ccccc2)CC1	-2	-1.6	-5	2	-3	-1.3	-0.3	0	-1.6
Cc1cc(C(=O)CSc2nnnn2C)c(C)n1-c1ccc2c(c1)OCCO2	7	.	5	1	23	3.3	i	3	-0.9
COc1ccc(CCNC(=O)CCC(=O)N2CCOc3ccccc32)cc1OC	-5	0.7	-7	2	-5	-0.1	-0.1	-1	-0.2

Record cards, from the list above. Values in the order: PrPC surface inh	TcdB inh	Anthrax LF prot	Y pestis TopoI	SSB-PriA inh	PfHsp40 yeast	BH1578 lux ind	3CLpro inhibitor	BoNT A protease
COc1ccc(C)cc1-n1nnnc1SCC(=O)c1ccc2c(c1)OCCO2 is entered as -5	.	-4	18	3	0.1	i	4	-0.5
C/C(N)=C(/C#N)C(=O)CSc1nc2ccccc2c(=O)n1Cc1ccc(F)cc1 is entered as -2	0.8	-7	-6	-11	6.6	-4.2	0	-1.4

(further entries)
molecule	PrPC surface inh	TcdB inh	Anthrax LF prot	Y pestis TopoI	SSB-PriA inh	PfHsp40 yeast	BH1578 lux ind	3CLpro inhibitor	BoNT A protease
CC(C)n1cnc2c(NCc3ccc(S(N)(=O)=O)cc3)nc(NCc3ccc(S(N)(=O)=O)cc3)nc21	2	-0.2	6	-9	0	-0.7	-0.8	.	0.0
Cc1ccccc1C(=O)Nc1ccc(C(=O)N/N=C/c2ccc(F)cc2)cc1	4	1.4	-3	-5	.	0.2	-0.4	0	-1.1
Cc1c(C(=O)N2CCN(c3ccccn3)CC2)oc2c(F)cccc12	-9	0.8	6	5	-27	0.9	0.1	7	2.0
CN(C)C(=O)c1cccc(-c2cnc3c(NC=O)cc(-c4ccccc4Cl)cn23)c1	-14	-1.0	-1	21	.	.	-1.1	.	0.5
COCCN1C(=O)N[C@@H](c2ccccc2)[C@H](C(C)=O)[C@H]1C	8	3.9	-5	-2	-13	-0.3	i	.	-0.6
Cc1cc2ncc(-c3cccc(Cl)c3)cn2n1	-4	-0.4	-2	-8	-6	-0.6	i	5	0.4
C/C(=N\N1C(=O)c2ccccc2C1=O)c1cccc([N+](=O)[O-])c1	2	1.3	1	-4	.	-0.4	-0.3	4	-0.2
COc1ccc(Oc2ccccc2/C=C/C(=O)O)cc1	5	.	3	1	-7	0.0	i	-1	-0.2
CSc1nc(O)c(C(c2cccc([N+](=O)[O-])c2)c2c(O)nc(SC)[nH]c2=O)c(=O)[nH]1	-12	-2.5	-1	36	-17	0.3	-0.1	2	-0.1
COc1ccc(CCNC(=O)Cn2nnc3ccccc3c2=O)cc1	-4	.	-1	5	-4	0.7	-0.2	-1	-0.4
CCN1CCN(CCCN(Cc2ccco2)C(=S)Nc2ccc(Cl)cc2)CC1	-2	0.2	-3	-6	-1	1.4	-0.2	7	-0.2
CCCCC(=O)NNC(=S)NCc1ccccc1	-1	1.3	2	-2	-12	-0.2	i	4	-0.4
CCNC(=O)C1(C)CCCN(C(=O)c2ccc3c(c2)C(C)(C)CCC3(C)C)C1 (stereo unspecified)	12	0.9	4	15	.	.	i	.	-0.1
COc1cc(OC)c(OC)cc1CNC(=O)c1ccc(S(=O)(=O)N2CC(C)OC(C)C2)cc1 (stereo unspecified)	2	0.8	0	8	4	-1.2	i	.	0.4
CCOC(=O)C(CCCOc1cccc(CC)c1)C(=O)OCC	-1	.	-5	33	-80	-1.1	-1.1	-1	-1.0
Cc1ccc2nc(SCc3nnc(-c4ccccc4)o3)[nH]c2c1	7	.	4	10	-8	-0.6	.	-3	0.2
CCNC(=O)C1(C)CCN(C(=O)c2ccc3snnc3c2)C1 (stereo unspecified)	0	0.2	2	-9	.	.	-0.2	.	0.3
COc1ccc(CNC(=O)CN2C(=O)c3ccccc3C2=O)cc1	3	0.8	-8	-2	-5	0.1	i	-8	0.0
O=C(N/N=C/c1c(O)n(-c2ccccc2Cl)c(=O)c2ccccc12)c1cccnc1	-2	0.7	-4	2	.	98*	0.4	5	1.2
Cc1ccc(C(O)c2ncc(-c3ccccc3C(F)(F)F)[nH]2)cc1F (stereo unspecified)	0	1.6	-4	4	.	.	0.4	.	-0.3
O=S(=O)(c1ccc(Br)cc1)N1CCN=C1SCc1cccc(F)c1	-5	2.8	-2	16	-12	1.6	i	2	0.6
O=C(NC(=S)Nc1cccc(NC(=S)NC(=O)c2ccccc2)c1)c1ccccc1	4	-0.3	-5	-9	-13	1.3	-0.8	.	0.9
Cc1cccn2c(=O)c3cc(S(=O)(=O)c4ccccc4)c(=N)n(Cc4ccc(F)cc4)c3nc12	3	2.3	7	0	-9	1.1	-0.5	-2	4.8
Cc1ccc(S(=O)(=O)CC(=O)Nc2nc3ccccc3s2)cc1	8	1.7	-5	6	-6	-0.4	-0.2	2	0.3
Clc1ccccc1CN(Cc1ccccc1)c1ncnc2nc[nH]c12	2	.	-5	13	-3	1.8	-0.3	6	-0.8
COc1ccc(S(=O)(=O)NC(CC(=O)NCc2ccc3c(c2)OCO3)c2ccco2)cc1 (stereo unspecified)	5	.	2	-6	-19	-0.7	i	2	0.0
CCOC(=O)C1(Cc2ccc(OC)cc2)CCN(C(=O)CCc2cccnc2)CC1	-1	0.4	-3	0	-2	-0.4	-0.2	-2	-0.5
COc1ccccc1N1CCN(/N=C/c2ccc(C(=O)O)cc2)CC1	4	1.2	11	7	.	-1.0	1.2	-3	-1.2
Cc1cc(C)cc(Nc2ncnc3nc[nH]c23)c1	0	0.9	-4	0	-6	0.1	-0.3	-2	0.8
O=C(NCCS(=O)(=O)NCc1ccccn1)c1ccccc1	1	2.5	-3	-3	1	2.3	0.1	.	2.4
CCc1cc(=O)[nH]c(SCCCF)n1	-6	-0.3	4	-10	-25	.	-0.2	0	-0.9
CCOC(=O)c1c(C)[nH]c(C(=O)OCC(=O)Nc2cccnc2Cl)c1C	-2	-0.5	4	8	-18	2.1	i	.	-6.2
Cc1ccc(/C=N/NC(=O)CNC(=O)c2cccs2)cc1	-6	-4.1	0	3	.	-0.3	-0.7	-4	0.6
C=CCn1c(CC(C)(C)C)nc2ccccc21	3	0.4	-5	1	-15	-0.9	-0.2	2	-0.7
COc1cc(C2=NOC(C(=O)Nc3ccc(C(C)=O)cc3)C2)cc(OC)c1OC (stereo unspecified)	-4	.	0	3	-22	-0.4	-0.2	3	3.1
CN(C)c1ccc(S(=O)(=O)NCC(=O)OCC(=O)Nc2cc(Cl)cc(Cl)c2)cc1[N+](=O)[O-]	10	-0.5	-2	-6	-10	2.1	-0.3	6	-1.0
O=C(NCCCCNC(=O)C(F)(F)F)C(F)(F)F	-9	0.0	-8	-1	-2	-0.6	i	-1	-0.5
Cc1cc2nc3c(=O)[nH]c(=O)[nH]c3nc2c([N+](=O)[O-])c1N	-41	1.5	-3	10	4	-1.9	-0.5	-8	-2.1
COc1ccc(OC)c(NC(=O)CSc2nnc(CNC(=O)c3ccco3)o2)c1	3	.	1	-3	-2	-0.6	i	1	-1.4
CC1(C)Cc2c(cnn2-c2ccccc2)C(NC(=O)c2ccc[n+]([O-])c2)C1 (stereo unspecified)	3	-6.2	0	-2	7	0.4	-0.1	0	-0.3
CCC(C)(C)n1nnnc1C(c1cccs1)N1CCc2ccccc21 (stereo unspecified)	5	1.1	-1	38	1	-2.2	2.7	5	0.9
CCOC(=O)c1c(N)sc(C(=O)Nc2ccccc2)c1C	0	2.3	-3	2	11	6.2	-0.9	3	-0.7
CC1(C(=O)NS(=O)(=O)c2ccc(F)cc2F)CCN1C(=O)C1(c2ccc(Cl)cc2)CC1 (stereo unspecified)	-2	-1.1	-3	1	.	.	i	.	-0.2
COc1cc(C=O)c(-c2c(C=O)cc(OC)c3c2OCO3)c2c1OCO2	9	1.1	10	5	0	-2.4	0.4	-1	-0.4
CCOC(=O)CSc1nnc(CNC(=O)c2ccco2)n1C	4	.	-2	-8	-19&-14	-1.7	2.0	0	-0.6
O=C(CN1c2ccccc2Sc2ccccc21)N/N=C/c1ccc(Cl)cc1	-2	2.0	.	-10	i	-0.5	-1.1	1	.
CCn1cc(CNC(=O)c2cc(-c3cc(OC)ccc3OC)nc3ccccc23)c(C)n1	-7	.	-2	20	-1	1.6	-0.4	0	0.2
Cn1c2c(c(=O)n(C)c1=O)C(NS(=O)(=O)c1ccccc1)(C(F)(F)F)C(=O)N2 (stereo unspecified)	-1	.	4	1	-23	-1.0	2.8	-7	-0.3
O=C(NC(=S)Nc1ccccc1C(F)(F)F)c1ccccc1F	0	2.5	-4	4	-12	3.0	-0.6	-1	-0.4
Cc1ccc(CSC2=NCCN2C(=O)c2ccc(S(=O)(=O)N(C)C)cc2)cc1	3	0.2	1	13	4	0.4	-0.3	1	-0.7
COc1ccccc1N(CN1CCCC1=O)C(=O)COc1ccccc1	-7	.	0	10	2&-6	-1.0	5.3	-1	-0.5
CN1CC(=O)N(CC(=O)NC2CCCCC2)C1=O	12	0.0	2	-3	-21	-1.6	1.2	.	-0.6
COC(=O)C1=C(C(=O)OC)[C@@H]2N(Cc3ccccc3)c3ccccc3[C@@]23C[C@@H](C(=O)OC)N(C(=O)c2ccc(Br)cc2)C3=N1	.	.	-8	0	7	-0.8	i	4	-0.2
CCOc1cccc2c1OC1(CCCCC1)N1N=C(c3cccnc3)CC21 (stereo unspecified)	-8	-0.8	-1	6	-1	-2.2	-0.4	5	-0.4
COCC(=O)Oc1cc(-c2ccc(C)cc2C)c(OC(=O)COC)c(-c2ccc(C)cc2C)c1	21	2.8	-4	28	.	.	i	.	0.5
O=C1/C(=C\c2ccco2)SC(=S)N1c1ccc(O)cc1	-1	-0.5	2	-1	3	0.8	i	2	2.2
COC(=O)C1C(=O)C2=C(CC1C)NC(=O)CC2c1ccccc1 (stereo unspecified)	-1	.	-1	-8	-11	1.8	-18	4	0.6
